Compound activity: PubChem BioAssay, National Center for Advancing Translational Sciences (NCATS)
aGal spleen mod = inhibitors or activators of human alpha-galactosidase in spleen homogenate | P06280 | human spleen homogenate, 4MU-alpha-Gal fluorescence, 40 min | Potency, µM (titrated, usually from 80 µM), for the others: top-dose activity change, negative = inhibition, hits mostly inhibitors | actives 0.008% (n = 240,000) | AID 2107;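 also: 0% = enzyme with vehicle and -100% = no enzyme basal signal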
Target sequence (P06280 32-429 limits assumed): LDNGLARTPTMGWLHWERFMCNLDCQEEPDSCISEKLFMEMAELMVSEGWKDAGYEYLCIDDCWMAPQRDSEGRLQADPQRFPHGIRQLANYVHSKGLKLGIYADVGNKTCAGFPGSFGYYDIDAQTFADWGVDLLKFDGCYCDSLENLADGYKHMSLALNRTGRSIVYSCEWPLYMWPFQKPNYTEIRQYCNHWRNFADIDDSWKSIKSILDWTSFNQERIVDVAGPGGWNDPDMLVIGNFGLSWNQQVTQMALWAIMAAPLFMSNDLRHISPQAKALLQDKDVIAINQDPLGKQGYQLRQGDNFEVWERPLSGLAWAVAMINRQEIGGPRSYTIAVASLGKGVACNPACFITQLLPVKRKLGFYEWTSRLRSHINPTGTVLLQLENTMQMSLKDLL
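qHTS titration in buffer at pH 5.0. Alpha-galactosidase activity in spleen homogenate was measured via 4-methylumbelliferone release from 1 mM fluorogenic substrate after 40 min at 37C and a pH 10 stop. AC50 came from Hill fits of control-normalized data.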
ALDH1A1 block = inhibitors of human aldehyde dehydrogenase 1A1; Purified ALDH1A1, NADH fluorescence, propionaldehyde substrate; Potency, µM (top dose mostly 75.3 µM), inactives show top-dose activity, negative = inhibition, usual class: inhibitors; actives 7.3% (n = 220,000); AID 1030; active = well fitted inhibition curve with a large enough effect, not every such curve was filed as active; inconclusive = small, poorly fitted or top-dose-only effect, or another doubt; inactive = no such curve, though single readings can be large or run the other way;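 also: plate controls were no enzyme wells and a reference inhibitor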
Tau fluor cs = counter-screen for tau fibril formation inhibitors; tau K18 P301L Alexa594 fluorescence, heparin fibrillization; Potency, µM (doses to about 57.7 µM), without a hit: top-dose activity change, negative = decrease; actives 0.93% (n = 280,000); also: % is scaled to controls: 0 for no effect and ±100 for the full control effect; nearly all actives have a fitted effect of over 55% in size
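Human tau K18 P301L (15 uM unlabeled, 0.24 uM Alexa 594-labeled) in 100 mM sodium acetate pH 7 with 20 uM heparin, 6 hr at 37 C. ThT 30 uM added, 1 hr ambient; Alexa 594 FP and total fluorescence read at 555/632 nm.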
GAA glycogen mod = alters human alpha-glucosidase cleavage of glycogen. recombinant GAA, glycogen substrate, Amplex Red glucose oxidase fluorescence. actives 0.38% (n = 300,000). Potency, µM (doses to about 76.4 µM), for the others: at the highest dose activity change, negative = inhibition, hits mostly inhibitors;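 also: 0% = full enzyme reaction and -100% = no-enzyme basal signal; the screen sought inhibitors and activators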
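Recombinant enzyme (4 nM final) with compounds titrated up to 77 uM and bovine liver glycogen (30 ug) in citrate pH 5.0, 0.01% Tween-20, 37 C 40 min. Released glucose detected by Amplex Red/glucose oxidase (Ex 573/Em 610); AC50 from Hill fits.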
aGlu spleen mod = inhibitors or activators of human alpha-glucosidase in spleen homogenate. P10253. human spleen homogenate, 4-MU-alpha-glucoside fluorescence. Potency, µM (highest dose often 79.9 µM), inactives show at the highest dose activity change, negative = inhibition, usual class: inhibitors. actives 0.006% (n = 240,000);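 also: 0% = enzyme with vehicle and -100% = no enzyme basal signal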
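Enzyme source: human spleen homogenate, 1 ug/well. Buffer 50 mM citric acid/K phosphate pH 5.0, 0.01% Tween-20. 4-MU-alpha-glucoside 1 mM; 37 C x 40 min; NaOH/glycine stop; fluorescence.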
NPSR antag = blocks cAMP signaling of the human neuropeptide S receptor; Q6W5P4; CHO-NPSR cells, cAMP TR-FRET, antagonist mode; Potency, µM (top dose mostly 38.3 µM), without a hit: at the highest dose activity change, negative = inhibition, actives largely listed as inhibitors; actives 1% (n = 220,000); also: % is scaled to controls: 0 for no effect and ±100 for the full control effect; nearly all actives have a fitted effect of over 50% in size; many of its hits are not listed in these tables
Target sequence (Q6W5P4 whole entry, looked up): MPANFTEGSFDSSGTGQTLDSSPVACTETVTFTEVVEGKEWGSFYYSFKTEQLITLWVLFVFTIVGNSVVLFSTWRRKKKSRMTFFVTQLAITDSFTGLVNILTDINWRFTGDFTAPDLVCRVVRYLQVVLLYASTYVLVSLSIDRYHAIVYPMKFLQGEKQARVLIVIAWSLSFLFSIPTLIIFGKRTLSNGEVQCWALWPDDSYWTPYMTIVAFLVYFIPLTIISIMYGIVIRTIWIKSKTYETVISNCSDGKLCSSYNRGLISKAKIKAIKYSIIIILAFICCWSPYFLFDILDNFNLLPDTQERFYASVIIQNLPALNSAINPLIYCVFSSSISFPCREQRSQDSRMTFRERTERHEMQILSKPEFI
Epigenetic reg = derepresses silenced GFP reporter in murine cells; murine LDR cells, GFP reporter derepression, 30 h; Potency, µM (series often up to 53.9 µM), without a hit: at the top dose GFP activation, actives largely listed as activators; actives 0.2% (n = 280,000); also: % of control where 0% means no effect; nearly all actives have a fitted effect of over 60% in size
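Readout is the number of GFP-expressing murine LDR cells, counted by cytometry following washing. Cells were treated with compound for 30 h at 37 C; the stably integrated CMV-GFP locus is normally silent.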
GAA inh = inhibitors of human lysosomal alpha-glucosidase | P10253 | purified human GAA, 4-MU-alpha-glucoside fluorescence | Potency, µM (highest dose often 76.9 µM), without a hit: top-dose activity change, negative = inhibition, usual class: inhibitors | actives 0.005% (n = 200,000);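 also: plate controls were uninhibited enzyme wells for no effect and no-enzyme background for full effect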
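Fluorescence at Ex 365/Em 440 nm from 4-methylumbelliferone reported enzyme activity after 20 min at room temperature. Reactions used 4 nM enzyme and 400 uM substrate at pH 5.0; curves fitted with the Hill equation.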
* = called active by the depositor; u = inconclusive; x = no result given; [ ] = remark or other dose. Unless noted, calls follow the shape of the dose curve; as a rule, active = well fitted curve in the direction sought with a large enough effect; inconclusive = small, poorly fitted or top-dose-only effect, or another doubt; inactive = no such curve, though single readings can be large; an effect the other way counts as inactive or inconclusive. Potency is read from the fitted curve at half-maximal effect. Only part of the results is shown (hit frequency here may not be typical).

[1] O=C(/C=C/c1ccccc1)NCC1(c2ccccc2)CCOCC1
[2] O=C(O)C1CSC(c2ccccc2)N1C(=O)c1ccco1 (configuration not stated)
[3] Cc1nc(SCc2ccccc2)c([N+](=O)[O-])[nH]1
[4] Cc1cc(NC(=O)CCCSc2nc(-c3ccco3)cc(C(F)(F)F)n2)n(-c2ccccc2)n1
[5] C[N+](C)(CC#N)C/C=C\c1ccccc1

assay / entry | 1 | 2 | 3 | 4 | 5
aGal spleen mod | 10% | 9% | -1% | 0% | -8%
ALDH1A1 block | x | -7% | u | -10% | -5%
Tau fluor cs | 2% | -9% | 1% | 1% | -6%
GAA glycogen mod | 4% | 1% | 0% | -23% | -5%
aGlu spleen mod | 7% | 5% | -2% | 4% | -2%
NPSR antag | 40% | -4%[46.1 µM] | -4% | -40% | 4%
Epigenetic reg | -1.1% | -3.2% | 1.1% | -1.0% | 1.2%
GAA inh | u | 5% | -10% | 8% | 15%

[6] CCCCNC(=S)N/N=C/c1sccc1C
[7] Cc1nc(NC(=O)CSc2nnc(N)s2)c(Cl)cc1Cl
[8] Cc1ccc(C)c(NC(=S)N(C)CCc2ccccn2)c1
[9] CCCCSC(=S)N(C)C1CCS(=O)(=O)C1 (configuration not stated)
[10] O=C(CN1C(=O)/C(=C/c2cccc(Br)c2)SC1=S)Nc1cccnc1

assay / entry | 6 | 7 | 8 | 9 | 10
aGal spleen mod | 3% | -6% | -3% | -8% | 9%
ALDH1A1 block | 3% | 6% | -2% | 5% | u
Tau fluor cs | -15% | -1% | -10% | -2% | 8.9µM*[quencher]
GAA glycogen mod | -4% | 1% | -3% | -4% | 1%
aGlu spleen mod | 5% | 1% | -6% | -12% | -10%
NPSR antag | -35% | 8% | 12% | -2%[46.1 µM] | -16%
Epigenetic reg | 1.1% | -1.4% | 4.5% | -1.1% | -3.6%
GAA inh | -7% | -4% | 3% | 6% | -1%[15.4 µM]

[11] COC(=O)c1ccccc1OCC(=O)NC1CCCCC1
[12] CC(=O)OC1CC(C)(C)N(OC(=O)CCCN2C(=O)c3ccccc3C2=O)C(C)(C)C1
[13] N=c1ccn2c(n1)OCC1C2O[C@@H](O)[C@H]1O (some centres not stated)
[14] O=S(=O)(Nc1ccc(N2CCOCC2)cc1)c1ccc(F)cc1F
[15] O=C(CC1C(=O)NCCN1CC1CCCCC1)NCc1cccc(F)c1F (configuration not stated)

assay / entry | 11 | 12 | 13 | 14 | 15
aGal spleen mod | -2% | 1% | 12% | -3% | 0%
ALDH1A1 block | u | 7% | 7% | 7% | u
Tau fluor cs | -2% | 0% | -11% | 2% | 1%
GAA glycogen mod | 3% | -9% | x | 19% | 12%
aGlu spleen mod | 3% | -1% | 6% | -5% | 1%
NPSR antag | 8%[46.1 µM] | -5%[46.1 µM] | x | -2% | -12%
Epigenetic reg | -1.1% | 0.0% | -1.1% | -0.2% | 1.9%
GAA inh | -5% | u | x | 8% | 9%

[16] COc1ccc(-n2c(SCC(N)=O)nc3sc4c(c3c2=O)CCN(C)C4)cc1
[17] Cc1ccc(NC(=O)C2CC(=O)Nc3nc4ccccc4n32)c(C)c1 (configuration not stated)
[18] CC1=C(C#N)C(=O)N(C2CCS(=O)(=O)C2)C(=O)/C1=C\c1ccco1 (configuration not stated)
[19] COc1ccc(CC(=O)NNc2ncnc3c2cnn3-c2ccc(C)cc2)cc1
[20] Cc1ccc(-n2nnc3c(=O)oc4ccccc4c32)cc1

assay / entry | 16 | 17 | 18 | 19 | 20
aGal spleen mod | 8% | -3% | 7% | 3% | 9%
ALDH1A1 block | u | x | x | 6% | 7%
Tau fluor cs | -12% | -2% | u | -4% | 3%
GAA glycogen mod | -1% | 5% | -13% | -12% | -3%
aGlu spleen mod | -3% | -7% | -2% | -1% | -10%
NPSR antag | -10%[46.1 µM] | 6% | 7% | 0%[46.1 µM] | u
Epigenetic reg | -1.6% | 0.0% | 0.0% | 0.9% | 0.0%
GAA inh | -12% | x | x | -11% | -3%

[21] CCN=C1SC(CC(=O)Nc2ccccc2OCC)C(=O)N1CC (configuration not stated)
[22] O=C1NN=C(c2ccccc2)CC1c1c[nH]c2ccccc12 (configuration not stated)
[23] Cn1c(SCC(=O)Nc2ccccc2F)nnc1-c1ccc(S(=O)(=O)N2CCOCC2)cc1
[24] CN(C)C(=O)Cn1c(SCC(=O)Nc2ccc3c(c2)OCO3)nc2ccccc21
[25] O=C(N/N=C/c1cccc([N+](=O)[O-])c1)c1cccc(Br)c1

assay / entry | 21 | 22 | 23 | 24 | 25
aGal spleen mod | -3% | -2% | -3% | -1% | -4%
ALDH1A1 block | 8% | u | u | u | 6%
Tau fluor cs | 2% | -12% | 4% | -2% | -18%
GAA glycogen mod | 4% | -11% | -3% | -7% | 3%
aGlu spleen mod | -6% | -2% | -8% | -2% | 0%
NPSR antag | -16%[46.1 µM] | -7% | -6%[46.1 µM] | 11%[46.1 µM] | -10%
Epigenetic reg | -16% | -3.2% | 1.7% | 1.0% | 1.3%
GAA inh | -13% | -2% | -2% | -8% | 1%

[26] Cn1nnc(NC(=O)c2cccc(OCc3ccccc3)c2)n1
[27] CC(C)C(NS(=O)(=O)c1cccs1)C(=O)N1CCc2ccccc2C1 (configuration not stated)
[28] Cc1cc(O)c(NC(=O)c2ccco2)cc1C
[29] Cc1noc(C)c1COC(=O)CCN1c2ccccc2Sc2ccccc21
[30] CCN(CC(=O)Nc1cc(Cl)ccc1C)c1ncnc2sc(C)c(C)c12

assay / entry | 26 | 27 | 28 | 29 | 30
aGal spleen mod | 0% | 11% | -6% | 7% | -1%
ALDH1A1 block | 5% | 5% | 12% | 3% | -6%
Tau fluor cs | 0% | 2% | -2% | u | -17%
GAA glycogen mod | 5% | -1% | 11µM* | 1% | 7%
aGlu spleen mod | 2% | 0% | -15% | 11% | -5%
NPSR antag | -10%[46.1 µM] | -17%[46.1 µM] | -16%[46.1 µM] | u | -4%
Epigenetic reg | 0.9% | 1.1% | -1.0% | -2.4% | -0.9%
GAA inh | -3% | u | -5% | 3% | u

[31] Cc1ccc(NC(=S)NCc2cccs2)cc1
[32] Cc1nn(-c2ccc(C(F)(F)F)cn2)c(C)c1Oc1ccccc1O
[33] CC(=O)Nc1ccccc1-c1nc2ccccc2nc1OCC(=O)c1ccc(Br)cc1
[34] O=c1[nH]c(CN2CCc3ccccc32)nc2scc(-c3cccs3)c12
[35] CCOC(=O)c1sc(NC(=O)c2ccccc2C(=O)O)c(C(=O)OCC)c1C

assay / entry | 31 | 32 | 33 | 34 | 35
aGal spleen mod | 3% | -1% | 14% | 3% | 1%
ALDH1A1 block | -7% | -6% | 12% | 25µM* | -10%
Tau fluor cs | -9% | -29% | -1% | -15% | -10%
GAA glycogen mod | -8% | -17% | 8% | -1% | 5%
aGlu spleen mod | 0% | -8% | -4% | -2% | -1%
NPSR antag | -17%[46.1 µM] | u | -2%[46.1 µM] | -12%[46.1 µM] | 59%
Epigenetic reg | -1.1% | -1.4% | 2.1% | -3.2% | -1.8%
GAA inh | u | -4% | 4% | -8% | 1%[15.4 µM]

[36] Cc1ccc(CN2CCN(CC(C)C)C(CCO)C2)s1 (configuration not stated)
[37] COP(=O)(OC)C(NC(=O)Nc1ccccc1)c1ccccc1 (configuration not stated)
[38] Cc1ccc(CN2C(=O)CCC2C(=O)NCc2ccc3c(c2)OCO3)cc1 (configuration not stated)
[39] CC(=O)Nc1ccc(NC(=O)CSc2nnc(-c3ccco3)o2)cc1
[40] COc1ccc(-c2cnc(N)n2C)cc1

assay / entry | 36 | 37 | 38 | 39 | 40
aGal spleen mod | -3% | -1% | 8% | -1% | 6%
ALDH1A1 block | -7% | 11% | -20% | 11% | 2%
Tau fluor cs | -2% | -2% | -3% | 3% | -8%
GAA glycogen mod | -4% | 6% | 7% | -8% | 19%
aGlu spleen mod | -7% | 1% | -10% | -2% | 5%
NPSR antag | -19% | -16% | -4%[46.1 µM] | 23% | -13%
Epigenetic reg | 9.9% | -0.1% | 3.8% | -2.2% | 1.1%
GAA inh | u | -7%[15.4 µM] | -2% | -4% | -3%

Laid out differently: entries from further up.
entry	SMILES	aGal spleen mod	ALDH1A1 block	Tau fluor cs	GAA glycogen mod	aGlu spleen mod	NPSR antag	Epigenetic reg	GAA inh
32	Cc1nn(-c2ccc(C(F)(F)F)cn2)c(C)c1Oc1ccccc1O	-1%	-6%	-29%	-17%	-8%	u	-1.4%	-4%
33	CC(=O)Nc1ccccc1-c1nc2ccccc2nc1OCC(=O)c1ccc(Br)cc1	14%	12%	-1%	8%	-4%	-2%[46.1 µM]	2.1%	4%
34	O=c1[nH]c(CN2CCc3ccccc32)nc2scc(-c3cccs3)c12	3%	25µM*	-15%	-1%	-2%	-12%[46.1 µM]	-3.2%	-8%
35	CCOC(=O)c1sc(NC(=O)c2ccccc2C(=O)O)c(C(=O)OCC)c1C	1%	-10%	-10%	5%	-1%	59%	-1.8%	1%[15.4 µM]
36	Cc1ccc(CN2CCN(CC(C)C)C(CCO)C2)s1 (configuration not stated)	-3%	-7%	-2%	-4%	-7%	-19%	9.9%	u
37	COP(=O)(OC)C(NC(=O)Nc1ccccc1)c1ccccc1 (configuration not stated)	-1%	11%	-2%	6%	1%	-16%	-0.1%	-7%[15.4 µM]
38	Cc1ccc(CN2C(=O)CCC2C(=O)NCc2ccc3c(c2)OCO3)cc1 (configuration not stated)	8%	-20%	-3%	7%	-10%	-4%[46.1 µM]	3.8%	-2%
39	CC(=O)Nc1ccc(NC(=O)CSc2nnc(-c3ccco3)o2)cc1	-1%	11%	3%	-8%	-2%	23%	-2.2%	-4%
40	COc1ccc(-c2cnc(N)n2C)cc1	6%	2%	-8%	19%	5%	-13%	1.1%	-3%

More compounds:
[41] CC(NCc1ccncc1)C12CC3CC(CC(C3)C1)C2 (configuration not stated)
[42] CC(NC(=O)C12CC3CC(CC(C3)C1)C2)C(=O)N/N=C/C1=C(N2CCOCC2)C(=C\c2cccc([N+](=O)[O-])c2)/CC1 (configuration not stated)
[43] Cc1cc(C(=O)Nc2nnc(C3CCCCC3)s2)no1
[44] COc1ccc(OC)c(NC(=O)c2c(NC(=O)c3ccco3)sc3c2CCC3)c1

assay / entry | 41 | 42 | 43 | 44
aGal spleen mod | 3% | 4% | 10% | 2%
ALDH1A1 block | 3% | u | u | 7%
Tau fluor cs | 4% | -7% | 0% | -11%
GAA glycogen mod | 10% | -8% | 7% | 4%
aGlu spleen mod | 4% | -7% | 5% | -4%
NPSR antag | 0% | -39% | -18%[46.1 µM] | -4%[46.1 µM]
Epigenetic reg | 6.5% | -1.9% | -0.9% | 0.4%
GAA inh | -12% | -8% | -3% | -4%
